Source: PubChem
GLD-1 RNA inh: GLD-1-TGE RNA interaction inhibition (C. elegans); Q17339; purified GLD-1 + fluorescein TGE RNA, fluorescence polarization; inhibition, % at 5.96 µM; 320,000 tested, 0.44% active; AID 2280;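 active means percent inhibition above a per-plate cutoff, the plate mean of test compounds plus 3 SD, cut at about 30% in these data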;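 further: 0% = DMSO wells with GLD-1 and probe and 100% = wells lacking GLD-1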
Bcl-xL primary: inhibitors of human Bcl-xL; Q07817; GST-Bcl-xL / FITC-Bim BH3 peptide fluorescence polarization; inhibition, % at 10.9 µM; 320,000 tested, 0.7% active;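 active means inhibition above the mean of all tested compounds plus 3 SD, cutoff set per campaign, cut at about 30% in these data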;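 further: 0% = DMSO wells and 100% = unlabeled Bim-BH3 peptide competitor; inhibitors lower millipolarization by displacing the labeled peptide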
Target sequence (Q07817 whole entry, looked up): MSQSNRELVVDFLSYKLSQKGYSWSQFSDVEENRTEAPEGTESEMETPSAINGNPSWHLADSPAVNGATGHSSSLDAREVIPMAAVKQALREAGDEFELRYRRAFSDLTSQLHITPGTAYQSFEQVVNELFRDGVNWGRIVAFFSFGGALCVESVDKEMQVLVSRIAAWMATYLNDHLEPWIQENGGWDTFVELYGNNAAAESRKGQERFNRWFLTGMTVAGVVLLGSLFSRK
MCL1 BIM primary: disrupts human MCL1 binding to BIM-BH3 peptide; AID 2057; 320,000 tested, 0.68% active; GST-MCL1 / FITC-Bim-BH3 fluorescence polarization; inhibition, % at 10.9 µM; Q07820;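 active means inhibition above the mean inhibition of all tested compounds plus 3 SD, set per campaign, cut at about 40% in these data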;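 further: 0% = DMSO wells and 100% = unlabeled Bim-BH3 peptide control; higher means more loss of mP so more displacement of Bim peptide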
AGP1 TOR yeast: yeast TOR pathway AGP1-GFP modulation; S. cerevisiae AGP1-GFP multiplex flow cytometry, 3 h; GFP as percent of DMSO wells; GFP response vs DMSO, % at 10 µM; 320,000 tested, 0.02% active; AID 2066;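 active means GFP response relative to DMSO above a set limit, near screen average plus 3 SD, cut at about 150% in these data; inconclusive means fewer than 70 cells counted for the yeast strain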;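 further: median GFP channel fluorescence of the gated AGP1 strain per well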
CR mimetic SO: lowers age-related superoxide in aged yeast cells; S. cerevisiae aged cells, superoxide DHE fluorescence; hits give low values; superoxide response (% of plate mean), % at 10 µM; 330,000 tested, 0.18% active; AID 2690;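 active means superoxide response under a set limit, about three screen SD below normal, cut at about 65% in these data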;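 further: yeast aged for seven days with compound at 30 °C before DHE staining; 100% = average MFI of all compound-treated wells on the plate with controls excluded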
GRK2 aptamer HTS: human GRK2 inhibition via aptamer displacement | bead flow cytometry, FAM-aptamer displacement from GRK2 | inhibition of aptamer binding, % at 10 µM | 330,000 tested, 0.59% active | AID 488847;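 active means inhibition of aptamer binding above 40%, roughly 3 SD of noise, on plates passing a quality check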;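 further: median bead fluorescence of bound FAM aptamer so fluorescent compounds give negative values; no value below 0 was filed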
MEX-5 binding: C. elegans MEX-5 TCR-2 RNA binding activity. 300,000 tested, 0.38% active. AID 1832. MEX-5/FITC-TCR2 RNA binding, fluorescence polarization; hits give low values. activity score (negative = inhibition of binding), % at 10 µM. Q9XUB2;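 active means inhibition past about -25% in most replicates, and total fluorescence under double the plate's negative control median, limit read from the data; inconclusive means replicates evenly split on the limit, or fluorescence at least double controls; inactive means too little inhibition in most replicates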;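 further: 0% = DMSO and -100% = 5 µM competing unlabeled TCR2 RNA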
Target sequence (Q9XUB2 whole entry, looked up): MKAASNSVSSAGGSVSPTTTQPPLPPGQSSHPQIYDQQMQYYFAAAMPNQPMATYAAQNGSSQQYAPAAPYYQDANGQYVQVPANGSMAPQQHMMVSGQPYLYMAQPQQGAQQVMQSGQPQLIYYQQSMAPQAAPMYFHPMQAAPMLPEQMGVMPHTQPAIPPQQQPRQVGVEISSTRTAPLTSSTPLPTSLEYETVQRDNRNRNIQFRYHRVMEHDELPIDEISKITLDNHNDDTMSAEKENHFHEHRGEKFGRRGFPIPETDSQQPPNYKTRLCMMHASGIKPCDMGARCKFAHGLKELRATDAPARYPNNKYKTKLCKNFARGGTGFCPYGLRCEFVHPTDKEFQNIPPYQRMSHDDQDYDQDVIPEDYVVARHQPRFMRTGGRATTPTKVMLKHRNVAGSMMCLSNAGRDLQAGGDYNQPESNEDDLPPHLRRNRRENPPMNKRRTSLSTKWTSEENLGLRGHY
CIT2-GFP yeast: alters CIT2-GFP fluorescence in TOR pathway yeast screen; S. cerevisiae CIT2-GFP strain, flow cytometry, 3 h; 100 means same as DMSO wells; GFP response vs DMSO, % at 10 µM; 320,000 tested, 0.065% active;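 active means GFP response relative to DMSO above a set limit, near the screen mean plus 3 SD, cut at about 150% in these data; inconclusive means Fewer than 70 cells measured for a yeast strain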;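 further: ratio of well median GFP fluorescence to mean of DMSO wells on the plate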
VLA-4 inh: inhibition in a human VLA-4 binding assay; VLA-4 expressing cells, ligand binding flow cytometry; 330,000 tested, 0.2% active; inhibition, % (about 7 µM as worked out from the volumes in the protocol); P13612; in the data active means inhibition above about 50%
* hit, by the source's call; i = inactive; ? = inconclusive; / = not tested or not shown; [ ] = dose if it differs, or a comment.

Below each SMILES – GLD-1 RNA inh, Bcl-xL primary, MCL1 BIM primary, AGP1 TOR yeast, CR mimetic SO, GRK2 aptamer HTS, MEX-5 binding, CIT2-GFP yeast, VLA-4 inh
#1 CCc1cc(CNC(=O)CC2C(=O)NCCN2CC2CCCCC2)on1 (stereo not given)
  5, 8, -1, 105, 98, 4, -1.3, 106, 9
#2 O=C1NC(=O)C(=C2CCCCCC2)S1
  2, 2, 2, 102, 115, 3, -1.0, 102, 2
#3 CCN(CC)S(=O)(=O)c1ccc(NCc2ccccn2)nc1
  4, -2, -6, 107, 107, 2, -2.4, 106, 3
#4 CCOC(=O)C(=CNc1ccc2c(c1)c1ccccc1n2CC)C(=O)OCC
  -2, 2, 1, 114, 102, 0, -0.7, 102, 8
#5 CCCCNc1cc(NC(C)=O)cc2cc(OC)c(OC)cc12
  -109, -14, -27, 98, 127, 1, 1.1, 97, -30
#6 COc1ccc(CN(C)C(=O)c2ccc(NS(=O)(=O)c3ccc(F)cc3)cc2)c(OC)c1
  -1, 4, 1, 97[may fluoresce green], 76, 2, 3.5, 102[may fluoresce green], -9
#7 CC1CCCCC1NC(=O)COC(=O)CCC(=O)c1cccs1 (stereo not given)
  6, 0, -3, 99, 110, 1, /, 102, -4
#8 COc1cccc(CN2CCN(C(=S)NCc3ccc(Cl)cc3)CC2)c1
  5, 2, 6, 102, 91, 0, -1.7, 96, 15
#9 COC(=O)c1cc(Oc2ccc(C(=O)OC)cc2N)cc(C(=O)OC)c1
  -4, 6, 2, 101, 94, 1, -1.8, 102, 3
#10 CSc1ccc(S(=O)(=O)NCCCn2ccnc2)cc1
  3, 3, 6, 96, 95, 0, -0.5, 105, 0
#11 O=C(OCc1ccc([N+](=O)[O-])cc1)C1CCN(S(=O)(=O)c2ccccc2)CC1
  -2, 1, 5, 102, 112, 0, 0.6, 99, 13
#12 Oc1c(Br)cc(Br)cc1C=NCc1ccc(F)cc1
  12, 15, 19, 93, 73, 41*, -1.9, 99, 2
#13 NC(=O)CC(NC(=O)Cc1ccc(Br)cc1)c1ccc(NC2CC3CCC2C3)c([N+](=O)[O-])c1 (stereo not given)
  4, 5, 5, 102, 105, 0, -0.2, 98, 6
#14 CCc1nc(C)cn1S(=O)(=O)c1cc(Br)ccc1OC
  8, 5, 2, 100, 99, 1, -2.8, 98, 14
#15 CN(C)c1ccc(-c2noc(C3CCN(S(=O)(=O)c4cccc(C(=O)O)c4)CC3)n2)cc1
  1, 5, 11, ?, 104, 5, -0.3, 93, -18
#16 CCOC(=O)c1c(N2C(=O)CC(Sc3ccccc3C(=O)O)C2=O)sc(C)c1C (stereo not given)
  0, 10, 9, 98, 95, 2, 2.1, 92, 1
#17 CCN(CC(=O)Nc1cc(Cl)ccc1C)C(=O)COc1ccccc1F
  3, -4, -10, 102, 96, 6, 2.1, 95, -1
#18 CCOC(=O)C1CCCN(c2ncnc3c2cnn3-c2ccc(Cl)cc2)C1 (stereo not given)
  -2, 1, 2, 92, 101, 1, -0.2, 95, -4
#19 COc1ccc(S(=O)(=O)N(CCc2ccccc2)CC(=O)N2CCOCC2)cc1
  5, -2, -5, 102, 104, 3, 2.1, 95, 2
#20 COc1ccc(F)cc1CN1CCN(c2ncnc3scc(-c4ccccc4)c23)CC1
  0, -1, -1, 106, 105, 2, /, 97, 18
#21 CCC(=O)Nc1cc2nn(-c3ccc(C)cc3)nc2cc1C
  -6, -5, -10, 92, 112, 0, -3.9, 103, 3
#22 CCc1nn(CC(=O)N2CCN(c3ccc(OC)cc3)CC2)c(=O)c2cc3occc3n12
  1, 1, -9, ?, 90, 1, -2.7, 78, 13
#23 O=C(CN1CCN(S(=O)(=O)c2ccc(F)cc2)CC1)N1CCOCC1
  10, 5, 0, 104[may fluoresce green], 112, 0, -2.9, 120[may fluoresce green], -11
#24 CC(NC(=O)Cc1ccccc1)c1nc2ccccc2[nH]1 (stereo not given)
  -2, -2, 4, 98, 113, 1, -1.2, 102, -16
#25 Cc1c(Cl)ccc2sc(NC(=O)C3CC3)nc12
  -2, 3, 13, 94, 98, 0, 1.4, 88, -1
#26 COc1cc(/C=N/Nc2nc(C)cc(C)n2)cc(OC)c1OC
  0, -2, 0, 103, 103, 1, -0.5, 108, 15
#27 Cc1nn(CC(=O)NC2(C)CCS(=O)(=O)C2)c(C)c1S(=O)(=O)N(C)C (stereo not given)
  0, /, /, 82, 99, 0, /, 83, 3
#28 CC(C)CNC(=O)/C=C/c1cccs1
  -4, 1, 3, 103, 98, 2, -0.7, 103, -3
#29 CC(=O)c1cccc(NC(=O)CCCN(C)S(=O)(=O)c2ccc(F)cc2)c1
  9, 2, -2, 104, 91, 5, -3.6, 101, -4
#30 O=C(Nc1sc2c(c1C(=O)NCCCO)CCCC2)c1ccccc1
  5, 2, 3, 94, 118, 0, 0.0, 95, -4
#31 CN1CCN(C(c2cccs2)c2nnnn2Cc2ccc(F)cc2)CC1 (stereo not given)
  4, 4, -6, 100, 90, 2, -4.0, 100, 0
#32 CCOc1cccc(CN2CCCC(N3CCc4cc(OC)c(OC)cc4C3)C2)c1O (stereo not given)
  6, -1, 0, 94, 99, 0, -2.7, 94, 6
#33 Oc1[nH]c2ccccc2c1N=Nc1ccc(C(F)(F)F)cn1
  6, -2, 7, 90, 95, 0, 2.5, 98, -7
#34 Cc1[nH]c2ccccc2c1C(=O)COC(=O)c1c(-c2ccccc2)noc1C
  1, 4, -7, 97, 93, 0, -1.1, 96, -40
#35 Cc1ccc(C(NC(=O)CN2C(=O)NC3(CCCC3)C2=O)c2ccccc2)cc1 (stereo not given)
  3, -8, -12, 92, 99, 0, /, 92, -4
#36 C=CCNC(=O)NC(=O)COC(=O)/C(C#N)=C/c1cc(C)n(CC(C)C)c1C
  9, 0, 0, 98, 140, 11, -1.2, 99, 4
#37 COCCCn1c(=S)[nH]c2c(sc3ccccc32)c1=O
  -2, 0, -5, 91, 106, 1, -1.3, 90, 0
#38 CN(Cc1cccs1)C(=O)c1ccc(Cl)c(S(=O)(=O)N2CCCCCC2)c1
  4, /, /, 100, 90, 3, /, 99, 18
#39 COC(=O)c1cc(S(=O)(=O)n2nc(C)cc2C)c(Cl)cc1Cl
  1, 3, 3, 98, 104, 0, -2.5, 100, -12
#40 Cc1ccc(Nc2nc(-c3ccc(O)cc3O)cs2)nc1
  6, 2, 5, 95, 109, 0, -9.7, 93, -28
#41 Cc1c(C(=O)c2ccc(Cl)cc2[N+](=O)[O-])c2ccccn2c1CCC#N
  19, 3, 5, 100, 140, 1, 0.7, 97, 25
#42 O=P(O)(CP(=O)(c1ccccc1)c1ccccc1)c1ccccc1
  0, -1, -1, 105, 101, 1, -1.2, 96, 1
#43 CCc1n(CC(O)COCC2CC=CCC2)c2ccccc2[n+]1C (stereo not given)
  -2, -14, -23, 86, 83, 0, -0.7, 96, 17
#44 COc1ccc2nc(SCC(=O)NC(C)C)[nH]c2c1
  -8, 1, -2, 96, 92, 0, -0.8, 89, 27
#45 CC(C)COc1cccc(-c2cc(C(=O)Nc3ccon3)c3ccccc3n2)c1
  3, 0, -3, 106, 99, 0, 0.9, 104, -3
#46 O=C(O)c1cc(S(=O)(=O)N2CCN(S(=O)(=O)c3ccccc3)CC2)ccc1Cl
  5, 2, -4, 106, 111, 0, 1.9, 109, 16
#47 COc1ccc(N/C(=N/c2nc(C)cc(C)n2)NC(=O)c2ccccc2)cc1
  -9, 0, 5, 118, 86, 0, 1.8, 103, 0
#48 CCCCN(C)CCCNC(=O)c1cn(CC)c2ccc(S(=O)(=O)N3CCc4ccccc4C3)cc2c1=O
  -4, 4, 4, 97, 88, 2, 0.9, 105, 1
#49 COc1ccc(NC2CCCN(C(=O)c3ccc(C(C)=O)cc3)C2)cc1 (stereo not given)
  /, /, /, 88, 84, 0, -0.4, 96, 9
#50 CCOCCCNC1=C(Cl)C(=O)c2ccccc2C1=O
  -1, 34*, 33, 91[may fluoresce violet], 153, 2, -3.6, ?, -9

Next part
Below each SMILES – GLD-1 RNA inh, Bcl-xL primary, MCL1 BIM primary, AGP1 TOR yeast, CR mimetic SO, GRK2 aptamer HTS, MEX-5 binding, CIT2-GFP yeast, VLA-4 inh
#51 CNS(=O)(=O)c1cccc(C(=O)OCC(=O)N2c3ccccc3NC(=O)C2(C)C)c1
  1, -1, 2, 99, 109, 11, /, 98, 16
#52 CCOC(=O)Cn1nnnc1C
  2, 3, 5, 97, 97, 3, -1.2, 96, 1
#53 CC(=O)C1=C(C)NC(SCC(=O)Nc2nccs2)=C(C#N)C1c1ccccc1Cl (stereo not given)
  4, -5, -3, 106, 100, 0, -1.5, 97, -15
#54 CC(C)CCCN1C(Nc2ccccc2)=NC[C@@H]1Cc1ccccc1
  7, 4, 6, 77, 107, 0, 2.4, 65, 15
#55 CCOc1ccc(S(=O)(=O)N(CC(=O)N/N=C/c2cccs2)c2ccc(C)cc2)cc1
  -3, 2, -7, 107, 103, 1, 2.7, 100, -6
#56 N=C(N)CCCOc1ccccc1-c1ccccc1
  4, 1, -8, 96, 94, 0, -1.3, 90, 4
#57 COc1ccc(CCNC(=O)COC(=O)c2ccc(F)c(S(=O)(=O)N3CCOCC3)c2)cc1
  7, 2, 1, 101, 91, 3, /, 98, 14
#58 CCCc1c(O)nc(SCC(=O)NCc2ccco2)[nH]c1=O
  -2, 0, 4, 105, 96, 8, 0.6, 113, 1
#59 O=C(CSc1ccccc1)NCC1(N2CCOCC2)CCCCC1
  0, 0, 3, 105, 87, 2, 0.3, 98, -1
#60 O=C(CSc1ncn[nH]1)N1CCCCC1
  5, -1, -2, 104, 112, 0, 1.8, 103, 3
#61 Cc1cccn2c(=O)c(/C=C3\SC(=S)N(CC(C)C)C3=O)c(NCCCOC(C)C)nc12
  -40, -25, -40, 100, 91, 0, /, 107, i
#62 Cc1nn(-c2ccccc2)c(C)c1/C=N/NC(=O)c1cc(-c2cccc3ccccc23)n[nH]1
  3, 0, -1, 98, 91, 0, -2.0, 100, 0
#63 COCCN1CCN(C(=O)c2cc(COc3ccc(F)c(F)c3)on2)CC1
  /, /, /, 97, 111, 3, 0.0, 104, 3
#64 O=C(N/N=C/c1ccccn1)c1cccc(S(=O)(=O)Nc2ccccc2Cl)c1
  10, 0, -1, 102, 93, 1, 0.4, 102, -26
